High-throughput results (PubChem)
Cycloheximide cs: counter-screen for Shiga toxin inhibitors: cycloheximide protein synthesis inhibition; cell reporter, cycloheximide protein synthesis inhibition counterscreen; max response, %; hit rate 12% among 300,000; in the data active = max response mostly above about 13%, no sharp cut-off; inactive = mostly below about 14%; note: read at 38.3 µM for the half of the compounds with a filed dose; 0% is about no effect
FBPA Giardia inh: inhibitors of Giardia lamblia fructose-1,6-bisphosphate aldolase. A8B2U2. hit rate 0.71% among 290,000. AID 2451. purified Giardia FBPA. Potency, µM (top dose mostly 59.6 µM), without a hit: at the top dose activity, negative = inhibition, actives largely listed as inhibitors; note: potency is the fitted concentration of half-maximal effect; % is set by controls: 0 for no effect and ±100 for the full control effect; nearly all actives have a fitted effect of over 55% in size
Target sequence (A8B2U2 whole entry, looked up): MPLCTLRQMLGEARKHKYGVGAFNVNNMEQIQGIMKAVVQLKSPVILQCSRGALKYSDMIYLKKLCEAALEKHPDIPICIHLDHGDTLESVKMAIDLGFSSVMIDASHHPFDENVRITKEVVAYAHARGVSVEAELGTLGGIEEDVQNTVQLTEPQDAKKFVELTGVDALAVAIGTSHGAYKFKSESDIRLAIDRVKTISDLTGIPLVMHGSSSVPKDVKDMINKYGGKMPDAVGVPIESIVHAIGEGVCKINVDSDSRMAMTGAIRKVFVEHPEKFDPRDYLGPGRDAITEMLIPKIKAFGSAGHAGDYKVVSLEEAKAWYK
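Giardia FBPA (40 nM reagent) was preincubated 10 min at RT with compound (up to 57.5 uM final), then substrate plus GAPDH/TPI/NAD/arsenate coupling system with diaphorase/resazurin was added; resorufin fluorescence (525/598 nm) was read after 20 min.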
HCV inhibitor: blocks hepatitis C virus; Huh7.5.1 HCVcc-Cre infection, luciferase reporter, 44 h; Potency, µM (doses to about 41.8 µM), for the others: top-dose activity change, negative = inhibition, actives largely listed as inhibitors; AID 651820; hit rate 3.4% among 340,000; note: potency is the fitted concentration of half-maximal effect; % is set by controls: 0 for no effect and ±100 for the full control effect
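Antiviral activity was scored by luciferase reporter output from cells infected with HCVcc-Cre (~0.5 moi) in presence of compound, 44 h infection period, cells seeded 1,000/well 4 h prior.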
Pf growth 96h: P. falciparum growth inhibition at 96 hours; AID 504834; P. falciparum luciferase reporter growth, 96 h; Potency, µM (titrated, usually from 28.7 µM), for the others: at the top dose activity change, negative = inhibition, usual class: inhibitors; hit rate 6.9% among 320,000; note: potency is the fitted concentration of half-maximal effect; % is set by controls: 0 for no effect and ±100 for the full control effect
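Erythrocytes infected with luciferase-expressing P. falciparum were dispensed at 2% hematocrit and 0.05% parasitemia (final), then incubated with compounds 96 hours at 37 C in 5% CO2. Luminescence after detection reagent addition reported growth.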
Pf growth 48h: P. falciparum growth inhibition at 48 hours (one generation); hit rate 5.9% among 310,000; Potency, µM (titrated, usually from 28.7 µM), for the others: top-dose activity change, negative = inhibition, actives largely listed as inhibitors; P. falciparum luciferase growth in erythrocytes, 48 h; AID 504832; note: potency is the fitted concentration of half-maximal effect; % is set by controls: 0 for no effect and ±100 for the full control effect
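Here the parasites carry a stable luciferase gene and grow inside erythrocytes in Albumax-based RPMI medium with compound for one erythrocytic cycle. Activity is scored as loss of luminescent signal.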
Shiga toxin inh: inhibitors of Shiga toxin in Vero cells | AID 2315 | inhibition, % at 38.7 µM | hit rate 9.2% among 290,000 | Vero cells, Shiga toxin protein synthesis inhibition reporter; in the data active = inhibition mostly above about 28%, no sharp cut-off; inactive = mostly below about 43%; note: 0% is about no effect
* marks the source's active call; other numbers are inactive results; ? = inconclusive; nt = no result given; & = joins results of further samples; [ ] = another dose, or the depositor's remark. Unless noted, calls come from the whole dose curve; as a rule, active = well fitted curve in the direction sought with a large enough effect; inconclusive = small, poorly fitted or top-dose-only effect, or another doubt; inactive = no such curve, though single readings can be large; an effect the other way counts as inactive or inconclusive.

SMILES	Cycloheximide cs	FBPA Giardia inh	HCV inhibitor	Pf growth 96h	Pf growth 48h	Shiga toxin inh
COc1ccc(C(=O)CSc2nnc(CNc3ccc(C)cc3C)o2)cc1	-2	4%	-10%	100%[activator]	50%[activator]	-2
Cc1c(C(=O)NCC(C)C)sc2nc(-c3ccc(F)cc3)cn12	21*	0%	?	29%	41%[activator]	23
COc1ccc(CC(=O)NCc2n[nH]c(=S)n2-c2ccccc2OC)cc1	2	-19%	20%	-16%	-2%	18
COc1ccc(S(=O)(=O)Nc2ccccc2N2CCOCC2)cc1OC	nt	nt	6%	?	1%	nt
O=C(C1CCCN1S(=O)(=O)c1ccc(Cl)cc1)N1CCCCC1 (stereo not drawn)	-3	3%	nt	31%[activator]	1%	4
Cc1cc(C(=O)NC2CCCN(Cc3ccccc3F)C2)no1 (stereo not drawn)	-5	-7%	-4%	?	-5%	-4
CC(=O)N1CCN=C1SCc1ccccc1Cl	-2	-3%	12%	?	nt	24
O=C(C[n+]1ccsc1)c1ccccc1	7	7%	28%	2%	-7%	13
CC1SC(=Nc2ccccc2)N(S(=O)(=O)c2ccccc2)C1=O (stereo not drawn)	-4	0%	17%	17%	-13%	-11
Cc1ccc(CNC(=O)C2CC3Cn4c(nc5cc(C)c(C)cc54)C3N2C)o1 (stereo not drawn)	-4	1%	27%	32%[activator]	-28%	-3
O=C(Nc1c2c(nn1-c1ccc(F)cc1)CSC2)c1ccc(S(=O)(=O)N2CCOCC2)cc1	1	nt	1%&-4%	7%	?	-10
O=C1c2oc3ccc(F)cc3c(=O)c2C(c2ccccc2)N1CC1CCCO1 (stereo not drawn)	1	-6%	-9%	5%	25%	-4
Cc1cccnc1NC(=O)Cn1nc(C)c([N+](=O)[O-])c1C	-3	-1%	2%	1%	nt	29
CC(=O)/C(C#N)=C1\NC(=O)C(Cc2ccc(C)c(Cl)c2)S1 (stereo not drawn)	16*	20%	3%	-24%	-19%	25
Cc1cc(N2CCN(C(c3ccccc3)c3ccccc3)CC2)n2ncnc2n1	0	-6%	1%	-21%	-22%	-14
N#C/C(=C\c1ccc(N2CCOCC2)o1)C(=O)Nc1ccc(O)cc1	31*	-4%	?	-16%	?	68*
CCCCOC(=O)C1=C(C)NC2=C(C(=O)CCC2)C1c1cc(OC)ccc1OC (stereo not drawn)	-4	-8%	-10%	13µM*	nt	-1
CC1CCCCC1NC(=O)c1ccc2c(c1)[nH]c(=O)n2C1CCCC1 (stereo not drawn)	0	5%	?	nt	?	-12
CCOC(=O)C1=C(C)NC(C)=C(C(=O)OC)C1c1ccco1 (stereo not drawn)	2	1%	-10%	13µM*	?	11
O=C(Cc1cccs1)Nc1ccon1	-2	-5%	21%	1%	22%	-7
NC(=O)CSc1nc2sc3c(c2c2ncnn12)CCCC3	-1	3%	-5%	38%[activator]	nt	-13
O=C(c1cccc2cccc(O)c12)N1CCCCC1	-6	?	-13%	15%	20%	-6
Cc1cc(-c2cccc([N+](=O)[O-])c2)nc2ccc3ccccc3c12	-3	3%	nt	135%[activator]	64%[activator]	-22
Cc1cc(C(F)(F)F)cc(NNC(=O)NC(=O)c2ccc(Cl)cc2)n1	-2	1%	-5%	23%	11%	-6
CC(C(=O)Nc1ccc(Br)cc1C(=O)c1ccccc1)N1CCCCC1 (stereo not drawn)	4	0%	?	?	?	-26
CCCCCCCCSc1nnc(CSc2nc3nc(C)cc(C)n3n2)o1	-5	4%	?	?	12µM*	-6
CC/C(=C\C(=O)c1ccncc1)Nc1ccc(O)cc1	-2	?	?	36%[activator]	-8%	3
COc1ccc(NC(=O)C2CCN(S(C)(=O)=O)CC2)cc1Cl	-3	-1%	8%	nt	12%	-4
S=c1[nH]nc(-c2ccccc2)n1/N=C/c1ccc(-c2ccccc2Cl)o1	-2	13%	-2%	?	-6%	4
Cc1ccc(C(=O)COC(=O)c2c(C)cc(=O)oc2C)cc1[N+](=O)[O-]	1	?	-2%	23%	6%	-13

Arranged by length of the SMILES (low to high): 3 of the compounds above.
SMILES	Cycloheximide cs	FBPA Giardia inh	HCV inhibitor	Pf growth 96h	Pf growth 48h	Shiga toxin inh
CC/C(=C\C(=O)c1ccncc1)Nc1ccc(O)cc1	-2	?	?	36%[activator]	-8%	3
COc1ccc(NC(=O)C2CCN(S(C)(=O)=O)CC2)cc1Cl	-3	-1%	8%	nt	12%	-4
CC(=O)/C(C#N)=C1\NC(=O)C(Cc2ccc(C)c(Cl)c2)S1 (stereo not drawn)	16*	20%	3%	-24%	-19%	25

Individual results from above.
In HCV inhibitor, Cc1ccc(C(=O)COC(=O)c2c(C)cc(=O)oc2C)cc1[N+](=O)[O-] has the entry -2%
In Pf growth 96h, CC/C(=C\C(=O)c1ccncc1)Nc1ccc(O)cc1 has the entry 36%[activator]
In Pf growth 96h, O=C(Cc1cccs1)Nc1ccon1 has the entry 1%
In FBPA Giardia inh, Cc1cc(C(F)(F)F)cc(NNC(=O)NC(=O)c2ccc(Cl)cc2)n1 has the entry 1%

Returning to the listing, repeating the two entries before the break.
SMILES	Cycloheximide cs	FBPA Giardia inh	HCV inhibitor	Pf growth 96h	Pf growth 48h	Shiga toxin inh
S=c1[nH]nc(-c2ccccc2)n1/N=C/c1ccc(-c2ccccc2Cl)o1	-2	13%	-2%	?	-6%	4
Cc1ccc(C(=O)COC(=O)c2c(C)cc(=O)oc2C)cc1[N+](=O)[O-]	1	?	-2%	23%	6%	-13
CC1CCN(C(=O)c2ccccc2NS(=O)(=O)c2ccccc2)CC1	8	nt	1%	?	15%	9
Cc1c(CCC(=O)NCCCn2ccnc2)c(=O)oc2c(C)c3oc4c(c3cc12)CCCC4	-1	15%	?	?	?	4
Cc1nn(C)c(Oc2ccccc2)c1CCNC(=O)CC(C)C	-1	-1%	-11%	-17%	27%	24
CC1(C)SC(=S)N(/N=C/c2cccnc2)C1N(O)C(=O)Nc1ccccc1 (stereo not drawn)	-3	-14%	-10%	?	-8%	23
Cc1onc(NC(=O)NC(=O)c2c(Cl)cccc2Cl)c1Br	1	nt	0%	24%	-5%	-7
CCN1CCN(CCC(=O)Nc2ccc(Br)c(C)c2)CC1	-3	?	-26%	-87%	19%	-4
Cc1ccc(S(=O)(=O)Oc2ccc(C3C4=C(CCCC4=O)N(CCC(=O)O)C4=C3C(=O)CCC4)cc2Cl)cc1	-1	7%	13%	3.3µM*	3.3µM*	-4
Cn1c(=O)c2cc(S(=O)(=O)NC(C(=O)NCc3cccnc3)c3ccccc3)ccc2n(C)c1=O (stereo not drawn)	3	4%	11%	?	nt	16
CCC(=O)N1CCc2cc(S(=O)(=O)CCC(=O)Nc3nc(C)cs3)ccc21	-2	1%	-4%	36%[activator]	?	2
Cc1ccc(-c2nc(CS(=O)CC(=O)NCCCc3ccccc3)c(C)o2)cc1 (stereo not drawn)	22*	14%	-21%	?	2%	2
CC1CCCN(C(=O)CSc2nnc(-c3c[nH]c4ccccc34)o2)C1 (stereo not drawn)	35*	4%	-27%	?	nt	72
O=S(=O)(O)c1nnc2sc3ccccc3n12	5	30%	3%	25%	3%	-9
O=C(CSc1nc(-c2ccccc2)nc2ccc(F)cc12)Nc1ccc(C(=O)O)cc1	-3	15%	15%	-11%	19%	-1
CC1CCc2nc(NC(=O)CN3CCN(Cc4ccc5c(c4)OCO5)CC3)sc2C1 (stereo not drawn)	5	11%	32µM*	?	?	14
CC(C)c1nnc(NC(=O)CCS(=O)(=O)c2ccccc2)s1	9	-11%	4%	18%	0%	44*
CCCN(CC(=O)Nc1ccccc1C)C(=O)c1ccc(S(=O)(=O)N2CCCCC2)cc1	-1	nt	-1%	-25%	-23%	-11
COc1ccc(C(=O)N(C)C2CCCN(Cc3ccccc3F)C2)cc1OC (stereo not drawn)	-3	-7%	0%	-17%	?	-18
CCc1nc(OCCN(CC)CC)c2oc3ccccc3c2n1	27*	-14%	?	30%[activator]	40%[activator]	27
O=C(NCc1ccc2c(c1)OCO2)C1CC(c2ccccc2O)=NO1 (stereo not drawn)	-1	-14%	-12%	31%[activator]	nt	9
CC(C)NC(=O)/C=C/C(=O)O	-6	2%	22%	-100%	1%	7
CCn1c(=O)c(C(=O)NNC(=O)Cc2ccccc2)c(O)c2ccccc21	1	13%	?	21%	7%	10
CCN(CC)c1ccc(/C=N/NC(=O)OC)c(O)c1	55*	-24%	-20%	-14%	nt	64*
COc1ccc(CC(=O)Oc2ccccc2[N+](=O)[O-])cc1	-4	-7%	12%	-14%	-8%	4
O=C(NCC(=O)N(c1cccnc1)C(C(=O)NC1CCCCC1)c1cccnc1)c1ccco1 (stereo not drawn)	2	14%	5%	?	12%	-8
Cc1cc2c([nH]c3ccccc32)c(C)n1	6	?	?	?	-6%	-15
COc1ccc(NC(=S)NC(NC(=O)c2ccc(Cl)cc2Cl)C(Cl)(Cl)Cl)c([N+](=O)[O-])c1 (stereo not drawn)	-3	-5%	?	-17%	nt	-8
CCC1(c2ccc(O)cc2)NC(=O)N(C)C1=O (stereo not drawn)	-1	2%	nt	nt	nt	-13
COc1cccc(NP(=O)(Oc2ccccc2Cl)Oc2ccccc2Cl)c1	1	-1%	?	-55%	-7%	-3
COc1ccccc1N1CCN(Cc2cc(=O)c(OCC(=O)NC(C)C)co2)CC1	2	nt	22%	?	3%	-3
CCC/C(O)=C1\C(=O)CCCC1=NC(C)C(=O)O (stereo not drawn)	-4	?	4%	3.7µM*	?	-11
CC(=O)Nc1ccc(Nc2ncnc3ccccc23)cc1	14*	-10%	nt	88%[activator]	98%[activator]	26
C/C=C1\COC(C(=O)NCCN2CCCC2)(C(F)(F)F)C=C1C=C1CCCCC1 (stereo not drawn)	-3	0%	-32%	nt	nt	-15
O=C(CCN1CCCC1)Nc1ccccc1	-2	-3%	-13%	?	0%	-10
O=C(O)c1ccc(Cl)c(S(=O)(=O)NC(Cc2ccccc2)C(=O)O)c1 (stereo not drawn)	-2	3%	8%	10%	-7%	-4
Cc1nc(-c2cc(-c3nc(-c4ccc(C(C)(C)C)cc4)no3)no2)cs1	-1	0%	?	28%	9%	4
COc1cc(C(C(=O)NC2CCCC2)N(C(=O)c2snc(C(N)=O)c2N)c2ccccc2)cc(OC)c1OC (stereo not drawn)	-2	-9%	-10%	8.3µM*	?	5
Cc1ccc(S(=O)(=O)NNc2nnc(C)c(=O)[nH]2)cc1	-1	?	5%	14%	19%	-3
O=C(CCSCc1ccccc1Cl)NCc1ccco1	10	0%	-2%	-11%	3%	4
NC(=O)CC(NC(=O)c1ccccc1)c1ccc(N2CCN(c3ccccn3)CC2)c([N+](=O)[O-])c1 (stereo not drawn)	1	4%	-6%	?	-7%	-1
COc1ccc(C(C(=O)NCCC(C)C)N(CCO)C(=O)c2snc(C(N)=O)c2N)cc1OC (stereo not drawn)	-1	-3%	20%	7%	-3%	nt
Cc1ccc(C(=O)O/N=C\c2ccc(N3CCOCC3)c([N+](=O)[O-])c2)cc1	5	2%	?	127%[activator]	1%	-5
FC(F)(F)c1ccc(Sc2n[nH]c(C(F)(F)F)n2)nc1	-2	7%	11%	42%[activator]	27%	-11
COC(=O)[C@@H](NC(=O)Nc1ccc(OC(F)(F)F)cc1)C(C)C	16	0%	1%	-12%	-1%	45
O=C(Nc1ccc(F)cc1)c1cc2c(s1)CCCC2	35*	-29%	?	-25%	20%	127*
COCCn1c(Br)nc2c1c(=O)n(C)c(=O)n2C	-1	0%	1%	454%[activator]	-8%	-4
CC1(C)C(=O)OC(c2ccccc2)C2(CCCC2)C1=O (stereo not drawn)	3	-10%	1%	nt	-6%	-23
COc1ccc2nc(SCC(=O)NC(C)c3ccccc3)[nH]c2c1 (stereo not drawn)	nt	nt	-16%	?	-10%	nt
COc1ccccc1N1CCN(C(=O)c2ccc(CSc3ccccc3)cc2)CC1	5	0%	-15%	6%	-26%	15
